Bioassay records (PubChem BioAssay)
Vif-APOBEC3F blk: inhibitors of Vif-A3F interaction | Potency, µM (highest dose often 46.1 µM), inactives show top-dose activity, negative = active | HeLa A3F-eYFP + Vif (tagged APOBEC3F with the HIV-1 protein that degrades it), YFP fluorescence increase | 390,000 tested, 0.2% active | AID 602313; further: % of control where 0% means no effect; nearly all actives have a fitted effect of over 65% in size
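HeLa cells stably expressing Vif plus C-terminally eYFP-tagged A3F were seeded, incubated overnight at 37 deg C, dosed with compound, incubated overnight again at 37 deg C. Yellow fluorescence (Ex 488/Em 500-530) reported blocked Vif-mediated A3F-eYFP degradation.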
RGS4 inh: human RGS4 inhibition. AID 504845. Transcreener GDP fluorescence polarization, RGS4-accelerated GTP hydrolysis. 390,000 tested, 0.039% active. P49798. Potency, µM (series often up to 114 µM), without a hit: top-dose activity change, negative = inhibition, usual class: inhibitors; further: on the % scale 0 is the no-effect control and ±100 the full control effect; nearly all actives have a fitted effect of over 75% in size; some results filed as inactive show a strong effect at the top dose
Target sequence (P49798 whole entry, looked up): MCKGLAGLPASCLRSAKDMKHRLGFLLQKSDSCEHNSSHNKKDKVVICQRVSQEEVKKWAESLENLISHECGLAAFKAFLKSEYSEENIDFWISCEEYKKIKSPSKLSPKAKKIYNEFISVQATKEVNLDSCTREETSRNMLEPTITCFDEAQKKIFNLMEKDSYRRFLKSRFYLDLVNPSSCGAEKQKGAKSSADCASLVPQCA
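MLSMR compounds (23 nl, pin-transferred) preincubated 10 min at room temperature with a 500nM (2x) first reagent, then RGS4 at 900nM (2x) plus Transcreener GDP mix added; fluorescence polarization (620/688 nm) read before and after 90 min at 30 °C.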
RXFP1 agonist: agonists of human relaxin receptor RXFP1 | 370,000 tested, 0.3% active | Potency, µM (doses to about 57.5 µM), for inactives: top-dose activation, actives largely listed as activators | HEK293T-RXFP1 cAMP TR-FRET, 30 min; response scale: percent of porcine relaxin response, buffer zero | AID 2676 | Q9HBX9; further: on the % scale 0 is the no-effect control and ±100 the full control effect; nearly all actives have a fitted effect of over 60% in size; many of its hits are not listed in these tables
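cAMP rise read by TR-FRET after 30 min, 37C compound exposure (up to 58 uM) in RXFP1-transfected HEK293 cells with Ro 20174 present. EC50 from Hill-equation fits, with 29 nM porcine relaxin as 100% and buffer as basal.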
USP1 inh: inhibitors of human USP1/UAF1 deubiquitinase; Potency, µM (doses to about 57.1 µM), for the others: top-dose activity change, negative = inhibition, hits mostly inhibitors; 390,000 tested, 0.23% active; recombinant USP1/UAF1, Ub-Rhodamine cleavage fluorescence; AID 743255; further: on the % scale 0 is the no-effect control and ±100 the full control effect; nearly all actives have a fitted effect of over 60% in size; inactives centre near -12
Target sequence (O94782 whole entry, looked up): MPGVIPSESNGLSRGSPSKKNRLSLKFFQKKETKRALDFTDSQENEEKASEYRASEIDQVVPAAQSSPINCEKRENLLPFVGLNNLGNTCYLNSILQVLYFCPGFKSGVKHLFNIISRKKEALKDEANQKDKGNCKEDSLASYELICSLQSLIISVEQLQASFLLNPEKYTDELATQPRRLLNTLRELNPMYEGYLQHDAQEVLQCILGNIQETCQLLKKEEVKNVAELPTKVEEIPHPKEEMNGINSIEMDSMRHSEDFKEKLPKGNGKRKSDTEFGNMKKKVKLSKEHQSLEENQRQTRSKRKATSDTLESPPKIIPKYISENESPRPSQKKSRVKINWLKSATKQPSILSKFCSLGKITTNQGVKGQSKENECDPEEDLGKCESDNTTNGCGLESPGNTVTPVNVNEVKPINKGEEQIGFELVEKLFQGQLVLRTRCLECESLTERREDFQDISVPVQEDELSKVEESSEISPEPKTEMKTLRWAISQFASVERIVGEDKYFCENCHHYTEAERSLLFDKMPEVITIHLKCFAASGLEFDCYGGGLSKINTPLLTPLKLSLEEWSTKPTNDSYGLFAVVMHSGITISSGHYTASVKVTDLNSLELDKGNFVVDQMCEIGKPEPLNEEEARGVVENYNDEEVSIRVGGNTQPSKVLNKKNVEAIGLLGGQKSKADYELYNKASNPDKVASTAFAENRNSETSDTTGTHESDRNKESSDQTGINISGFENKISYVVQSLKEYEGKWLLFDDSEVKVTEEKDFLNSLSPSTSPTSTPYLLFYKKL
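Step one: compound is pinned into 1nM USP1/UAF1 in HEPES pH 7.8 buffer with TCEP. Step two: 15 min room-temperature incubation. Step three: Ub-Rho (150nM final) starts cleavage, tracked by fluorescence over six one-minute reads.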
TrxR1 inh: inhibitors of rat thioredoxin reductase 1 | 390,000 tested, 1% active | Potency, µM (doses to about 114 µM), for inactives: at the top dose activity change, negative = inhibition, most hits filed as inhibitors | O89049 | recombinant rTrxR1, NADPH fluorescence consumption, selenite substrate; further: on the % scale 0 is the no-effect control and ±100 the full control effect; nearly all actives have a fitted effect of over 65% in size
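Rat TrxR1 (90 nM in the dispensed reagent) was pre-reduced with 400 uM NADPH for 5 min at room temperature, then incubated with compound for 15 min. After 400 uM selenite was added, NADPH fluorescence (Ex 340/Em 450 nm) was followed for 8 min.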
TrxR1 substrate: rat thioredoxin reductase 1 substrate activity | O89049 | purified TrxR1 substrate turnover, NADPH consumption readout | Potency, µM (doses to about 114 µM), for inactives: top-dose activity change, negative = substrate turnover | 390,000 tested, 0.01% active; further: on the % scale 0 is the no-effect control and ±100 the full control effect; nearly all actives have a fitted effect of over 50% in size
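Rat TrxR1, dispensed at 90 nM, was prereduced with 400 uM NADPH (final) for 5 min at ~22 deg C, then incubated with compound 15 min before 400 uM selenite. A first-read NADPH fluorescence drop versus no-compound background flagged substrates.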
mIDH1 inhibitor: human IDH1 R132H inhibition. IDH1-R132H enzyme, NADPH consumption, diaphorase/resazurin fluorescence. Potency, µM (titrated, usually from 76.6 µM), without a hit: at the highest dose activity change, negative = inhibition, usual class: inhibitors. 390,000 tested, 0.093% active; further: on the % scale 0 is the no-effect control and ±100 the full control effect; nearly all actives have a fitted effect of over 65% in size
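IDH1-R132H (0.5 ug/mL dispensed) in pH 7.5 Tris buffer was preincubated 30 min with compound, then given a substrate mix of 0.016 mM NADPH and 2 mM alpha-KG for 80 min at room temperature; remaining NADPH was read by diaphorase/resazurin fluorescence.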
12-LOX inh: ALOX12 (human) lipoxygenase inhibition | purified 12hLO, xylenol orange hydroperoxide absorbance | AID 1671190 | P18054 | Potency, µM (top dose mostly 108 µM), inactives show at the top dose activity change, negative = inhibition, most hits filed as inhibitors | 580,000 tested, 1.1% active; further: on the % scale 0 is the no-effect control and ±100 the full control effect
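Purified human 12hLO at 150 nM in 25 mM Hepes, 0.01% Triton X-100, pH 7.0, preincubated 15 min at room temperature with compound. Reaction started with 40 uM arachidonic acid, 30 min at room temperature. Hydroperoxide measured by Fe-xylenol orange, 573/405 nm absorbance ratio.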
Vif-APOBEC3G blk: inhibitors of Vif-APOBEC3G interaction | Q9HC16 | HeLa A3G-eYFP + Vif (tagged APOBEC3G with the HIV-1 protein that degrades it), YFP fluorescence, overnight | Potency, µM (highest dose often 46.1 µM), for the others: at the top dose activity, negative = active, usual class: inhibitors | 410,000 tested, 0.076% active | AID 602310;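 further: on the % scale 0 is the no-effect control and ±100 the full control effect; nearly all actives have a fitted effect of over 60% in size; hits raise eYFP signal because A3G escapes Vif-driven loss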
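Read-out is eYFP fluorescence (Ex 488/Em 500-530) from Vif-expressing HeLa A3G-eYFP cells; more signal means A3G escaped Vif-mediated degradation. Cells plated overnight, compound pinned in, incubated overnight at 37 deg C.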
* hit, by the source's call; ? = inconclusive; · = not tested or not shown; & = joins results of further samples; [ ] = dose if it differs, or a comment. The call rests on the fitted dose curve; in most records, active means well fitted curve in the direction sought with a large enough effect; inconclusive means small, poorly fitted or top-dose-only effect, or another doubt; inactive means no such curve, though single readings can be large; an effect the other way counts as inactive or inconclusive. Potency means the concentration at half of the fitted maximal effect.

SMILES | TrxR1 inh | RGS4 inh | Vif-APOBEC3F blk | USP1 inh | 12-LOX inh | TrxR1 substrate | RXFP1 agonist | mIDH1 inhibitor | Vif-APOBEC3G blk
O=C(CN1C(=O)COc2ccc(Cl)cc21)N1CCOCC1 | 12.4% | -13.5% | 1.1% | -22.3% | 1.5% | -1.0% | -1.4% | -4.4% | -10.7%
Cc1ccc2[nH]c3c(=O)n(CCC4=CCCCC4)cnc3c2c1 | 11.6%[57.1 µM] | -14.3% | -2.2% | -11.1% | 10.8% | -5.2%[57.1 µM] | 1.0% | 3.9% | -1.4%
Cc1cc(C(=O)Nc2ccccn2)cs1 | 10.2% | -1.5% | -15.8% | -5.4% | 19.1% | 3.2% | 0.5% | 3.1% | -4.9%
CCOc1ccc(C(C)C)cc1S(=O)(=O)N1CCN(C(=O)c2ccco2)CC1 | 19.9% | 23.3% | -3.1% | -17.9% | -7.0% | 6.8% | 1.8% | -5.2% | -4.0%
O=C(CCNS(=O)(=O)c1cccc2nsnc12)NCCC1=CCCCC1 | ? | 17.3% | -9.2% | 2.7% | 21.8% | 0.9% | 2.8% | 0.8% | 0.8%
Cc1ccccc1-n1nc2c(c1NC(=O)c1ccc(S(=O)(=O)N(C)C)cc1)CSC2 | 13.8% | 11.2% | -5.8% | -7.8% | 15.0% | 7.6% | -0.2% | -2.3% | 1.2%
CC(C)(C)OC(=O)NCCCCCNC(=O)c1nc[nH]c1C(=O)NCCCCCNC(=O)OC(C)(C)C | -10.0% | -5.6% | 0.6% | 4.0% | 11.8% | -10.6% | · | 7.0% | -26.5%
CCCn1c(O)c(N=NC(=O)c2cccnc2)c2cc(Br)ccc21 | 6.3% | -12.9% | 5.0% | -12.3% | 7.4% | 2.7% | 2.6% | 2.9% | -8.2%
O=C(CSc1nnc(CNC(=O)c2ccccc2)o1)NCCc1ccccc1 | 6.2% | 11.1% | 0.3% | -3.6% | 13.6% | -5.2% | -0.9% | -0.5% | 1.9%
Fc1cccc2sc(N3CCOCC3)nc12 | -12.1% | -27.0% | -7.7% | -10.2% | -1.1% | -5.1% | -1.7% | 3.4% | -6.0%
CC1CCCC(NC(=O)CCS(=O)(=O)c2ccc3c(c2)NC(=O)CS3)C1C (configuration not stated) | 14.9% | -41.1%[56.9 µM] | -6.6% | -25.9% | -15.0% | -0.7% | 2.1% | 5.4% | 2.3%
COc1cccc(C2/C(=C(/O)c3ccc4c(c3)CC(C)O4)C(=O)C(=O)N2CCCn2ccnc2)c1 (configuration not stated) | -3.5% | 9.3% | 8.4% | -6.6% | 1.4% | -11.2% | ? | -7.6% | 3.1%
CCN(CC)S(=O)(=O)c1cccc(NC(=O)COC(=O)c2cncc(Br)c2)c1 | 11.2%[57.1 µM] | -4.9% | 3.5% | -19.1% | ? | 8.9%[57.1 µM] | · | 2.8% | 7.4%
CC1CCN(c2ccc(C(=O)N3CCOCC3)cc2[N+](=O)[O-])CC1 | 6.3%[57.1 µM] | 6.1% | -3.4% | -11.9% | 0.0% | 12.3%[57.1 µM] | -0.3% | 7.2% | 2.6%
CCOc1cc(C)c(C(C)C)cc1S(=O)(=O)NCc1ccccn1 | -7.6%[57.1 µM] | 8.8% | -20.0% | -4.3% | -21.6% | 1.2%[57.1 µM] | 1.9% | 3.8% | 1.5%
Cc1cc(C)cc(-n2c(SCC(=O)Nc3ccccc3)nc3c(oc4ccccc43)c2=O)c1 | 29.2% | -5.0% | 7.7% | -23.1% | -35.8% | 5.8% | 2.4% | 0.0% | 3.1%
COc1ccc(NC(=O)Cn2c(=O)n(CCCC(=O)NCc3ccccc3OC)c(=O)c3ccccc32)cc1Cl | 1.1% | 12.5% | 1.9% | -23.1% | -28.3% | 1.6% | 4.5% | -6.9% | -2.1%
O=C(Nc1ccc2oc(=O)ccc2c1)c1ccccc1[N+](=O)[O-] | 30.0% | 31.9% | 0.7% | -17.2% | 1.2% | 5.2% | 4.0% | 14.4% | 7.0%
O=C(O)c1ccccc1NC(=O)C1CCCO1 (configuration not stated) | ? | 17.5% | -0.5% | -1.7% | -10.9% | 6.5%[11.4 µM] | 1.0% | -0.9% | 1.8%
Cc1ccc(OCc2nnc(NC(=O)c3ccco3)s2)cc1 | 8.9% | ? | 7.0% | -3.0% | 6.5% | 9.7% | 0.7% | 5.1% | -7.1%
CCc1c(C)nc2ncnn2c1N1CCCC(C(=O)NCc2cccs2)C1 (configuration not stated) | 1.6%[57.1 µM] | 7.2% | 9.5% | -18.5% | -16.4% | 7.6%[57.1 µM] | 5.9% | -1.2% | -0.6%
CN1CCC2(CC1)N=C(c1ccc(F)cc1)C(=S)N2C(=O)c1ccccc1 | 5.01µM* | -14.9% | -8.3% | ? | ? | 0.5% | -0.6% | 0.8% | -0.5%
COc1cccc2c(=O)c3c(cnn3C)n(C)c12 | 68.8%[activator][57.1 µM] | 0.0% | 8.6% | -14.0% | 0.0% | 200.8%[activator][57.1 µM] | 6.4% | 10.5% | 0.6%
COC(=O)C1=C(C)N(CC2CC2)C(=NCc2cccc(C(F)(F)F)c2)N[C@H]1c1ccccc1 | 11.8% | 0.1% | ? | ? | · | 10.5% | 1.4% | -5.6% | -14.4%
c1ccc(-n2cc(CN3CCC(N4CCOCC4)CC3)c(-c3ccc4c(c3)OCO4)n2)cc1 | -3.1%[57.1 µM] | 12.7% | -4.2% | -8.1% | -13.4% | 1.9%[57.1 µM] | 0.5% | 8.2% | 0.4%
COc1ccc(NC(=O)Cn2cc(C(=O)c3cccs3)c3ccccc32)cc1 | 7.3%[57.1 µM] | -13.2% | 3.0% | -16.4% | 4.7% | -3.3%[57.1 µM] | 1.6% | 8.1% | -7.8%
c1coc(C2Nc3ccccc3-c3nc4ccccc4n32)c1 (configuration not stated) | 66.1%[activator][57.1 µM] | -0.9% | -0.2% | 0.7% | ? | 312.4%[activator][57.1 µM] | -0.9% | -0.6% | 2.4%
CC1CCCCN1C(=O)Cn1cc(C#N)c2ccccc21 (configuration not stated) | -2.6% | -3.7% | -5.6% | -11.8% | 19.6% | 0.0% | 0.9% | 8.8% | 0.5%
COc1ccc(OCC(=O)NNC(=O)Cc2coc3cc(OC)ccc23)cc1 | 9.5% | 14.0% | -7.8% | 0.2% | -6.2% | -0.2% | 0.5% | 0.7% | 1.6%
CCOc1ccc(C(=O)Nc2ncn[nH]2)cc1 | 10.6% | 1.9% | 2.2% | -9.3% | -5.9% | -0.9% | 0.8% | -4.9% | 0.2%
CCOC(=O)c1ccc(CNC(=O)c2cc(COc3ccccc3SC)on2)o1 | 13.6% | 8.5% | 4.4% | -13.6% | -2.9% | -6.7% | -1.1% | -3.4% | -17.6%
Cc1ccccc1C(=O)Nc1ccnn1C1CCN(Cc2cnn(C(C)C)c2)CC1 | -12.3% | -27.6% | 4.6% | -12.2% | 0.0% | -6.4% | 3.0% | 5.6% | -0.2%
COc1ccc(-n2nnnc2SCC(=O)Nc2ccc3c(c2)OCCO3)cc1OC | -4.2% | ? | 1.2% | ? | -12.7%[57.4 µM] | -2.6% | 1.8% | 1.6% | -15.5%
NC(=O)[C@H]1CC2(CC(c3cccc(NC(=O)[C@H]4CCC(=O)N4)c3)=NO2)CN1C(=O)c1cc([N+](=O)[O-])cc([N+](=O)[O-])c1 (some centres not stated) | 18.1% | -0.6% | 1.1% | ? | -9.4% | 4.6% | 1.7% | -5.0% | -2.6%
O=C(CNC1CCCCC1)Nc1cccc(C(F)(F)F)c1 | 4.9%[57.1 µM] | 9.2% | 8.2% | -22.1% | -13.5% | 5.9%[57.1 µM] | 1.1% | 5.4% | -3.3%
CC(=O)Nc1ccccc1-c1nc2ccccc2nc1OCC(=O)c1ccc2ccccc2c1 | 21.7% | -14.3% | 0.6% | -8.7% | 19.8% | 5.5% | 3.2% | 4.1% | -18.1%
CCOc1cccc(C(=O)Nc2ccc3oc(-c4cccnc4)nc3c2)c1 | 35.1%&-0.6% | 8.4%&-6.0% | 0.0%&-18.5% | -9.3%&-10.6% | 11.9%&0.0%&-17.4% | 21.0%&21.3% | 4.1%&4.5% | 5.9%&-10.5% | -8.6%&-3.1%
CCCCC1=CC2=CC(=O)C(C)(OC(=O)CC)C(=O)C2=CN1Cc1ccc(OC)cc1 (configuration not stated) | -13.9% | 26.3% | 6.7% | -25.3% | 0.0% | -11.4% | 3.1% | -5.0% | 1.7%
COc1ccc(S(=O)(=O)N2CCOCC2)cc1C(=O)NC1CCCCCC1 | 11.9% | 20.1% | 0.3% | -18.9% | 143.0%[activator] | -1.6% | 0.0% | -4.4% | 1.9%

An excerpt; rates above refer to the full screens.
